High-throughput results as filed in PubChem.
Cav32 inh – human Cav3.2 channel inhibition, primary screen | O95180 | Cav3.2-expressing cells, Fluo-4 calcium fluorescence FDSS; stronger effect = lower value | B-score at 10 µM | hit rate 4% among 100,000 | AID 449739;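 active = single-dose well whose peak fluorescence ratio is a statistical outlier from its plate by either plate-standardised score or position-corrected B-score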
An asterisk follows results filed as active. An excerpt (hit frequency here may not be typical).

SMILES | Cav32 inh
Cc1ccc(-n2nnnc2SCC(=O)Nc2sc(C)c(C)c2C#N)cc1C | 0.296
O=c1[nH]c2ccc(S(=O)(=O)N3CCN(c4ccccc4F)CC3)cc2s1 | 1.88
Cc1c(Cl)cccc1NC(=O)CCN1CCCC(C)C1 (configuration not stated) | 0.901
CCOc1cccc(N2C(=O)CC(NCc3ccc(S(N)(=O)=O)cc3)C2=O)c1 (configuration not stated) | -0.341
Cn1cccc1C(=O)NC(=O)COC(=O)Cc1coc2ccc3ccccc3c12 | -2.96
CCOc1ccc(N2Cc3ncccc3C2=O)cc1 | -0.42
O=C(CSc1ccc2nnc(-c3ccccn3)n2n1)N1CCN(c2ccccc2)CC1 | 0.114
C/C(=N\O)c1ccc2[nH]ccc2c1 | 0.476
C=CCNS(=O)(=O)c1ccc(OC)c(C)c1 | 0.455
Cc1cccc(NCc2ccccc2O)c1C | -0.393
CC1CCCN(CC(O)COc2ccc(Cl)cc2)C1 (configuration not stated) | -0.138
Cc1ccccc1C1C(C#N)=C2N=C(N)c3c(sc4c3CCCCC4)N2C2=C1C(=O)CCC2 (configuration not stated) | 0.0352
O=C1C2C(C(=O)N1Cc1ccco1)C1C=CC2C12CC2 (configuration not stated) | -1.82
Cc1ccc(Cn2c(SCc3cccnc3)nc3c2c(=O)n(C)c(=O)n3C)cc1 | 0.639
CCCC(=O)N1CCc2cc(OC)c(OC)cc2C1c1cc2cc3c(cc2[nH]c1=O)OCO3 (configuration not stated) | -0.108
Cc1ccc(S(=O)(=O)O)c(C)c1N1CCCC1=O | -0.274
CCc1ccccc1N1CSC2=C(C#N)C(c3ccccc3F)CC(=O)N2C1 (configuration not stated) | -1.37
Cc1cc(NCCN(C)C)n2nc(-c3cccs3)cc2n1 | 1.68
CCOC(=O)[C@@H]1[C@H]2COc3cc(OC)ccc3[C@@H]2N2C(=O)N(c3ccc(Br)cc3)C(=O)[C@]12C | -0.242
OC[C@H]1O[C@@H](n2cnc3c(NC4CCCC4)ncnc32)[C@H](O)[C@@H]1O | -0.323
O=C(CNC(=O)c1ccc([N+](=O)[O-])cc1)c1ccccc1 | 0.865
CN(C)c1ccc(/C(=N\O)c2ccccc2)cc1 | -2.89
Cc1ccc(-c2nn3c(C)nnc3s2)cc1NC(=O)c1cccnc1 | 1.24
C=CCNc1nc(N)c(C(=O)Nc2cc(C)on2)s1 | 0.387
CC(C)[C@H](NC(=O)c1ccccc1)C(=O)OCC(=O)c1ccc2c(c1)NC(=O)CO2 | 0.171
COc1ccccc1-c1cc(C(=O)Nc2cc(C)n(Cc3ccc(Cl)cc3)n2)no1 | -0.437
CNC(=O)/C(=N\O)c1ccccc1 | 0.674
CN1CCN(NC(=O)c2cc([N+](=O)[O-])cc([N+](=O)[O-])c2)CC1 | 0.644
Cc1cc(C)nc(NS(=O)(=O)c2ccc(NS(=O)(=O)c3ccccc3)cc2)n1 | -0.597
O=C(NCc1ccco1)C1CCN(S(=O)(=O)N2CCC3(CC2)OCCO3)CC1 | -0.789

4 records picked at random from those above:
SMILES | Cav32 inh
Cc1ccc(-c2nn3c(C)nnc3s2)cc1NC(=O)c1cccnc1 | 1.24
OC[C@H]1O[C@@H](n2cnc3c(NC4CCCC4)ncnc32)[C@H](O)[C@@H]1O | -0.323
Cc1cc(NCCN(C)C)n2nc(-c3cccs3)cc2n1 | 1.68
CCc1ccccc1N1CSC2=C(C#N)C(c3ccccc3F)CC(=O)N2C1 (configuration not stated) | -1.37

Further structures follow.
SMILES | Cav32 inh
CC1CN(C(=O)/C=C/c2cccc([N+](=O)[O-])c2)CC(C)O1 (configuration not stated) | 0.0354
O=C(N/N=C/c1ccncc1)c1ccccc1 | 0.696
CCOC(=O)N1CCC(NCCNC(=O)c2ccc(Cl)cc2)CC1 | 0.759
CCOC(=O)CCc1nc2ccccc2[nH]1 | 0.589
C#CCOCCOCCOCCNc1nc(N2CCN(C(=O)[C@H]([C@@H](C)CC)n3cc([C@@H](N)CO)nn3)CC2)nc(N2CCN(C(=O)[C@H](Cc3ccc(O)cc3)n3cc([C@@H](N)CC(C)C)nn3)CC2)n1 | 0.689
O=C1c2cccc(Cl)c2C(=O)c2c1cccc2N1CCCC1 | -2.8
CCCc1cc(C(=O)Nc2sc(C(C)=O)c(C)c2C(=O)OCC)no1 | -0.0917
COc1ccc(N2C(=O)C3C4C=CC(C4)C3C2=O)nn1 (configuration not stated) | 0.437
CCc1cc2c(=O)c(-c3nc4ccccc4n3C)c(C(C)C)oc2c(CN2CCN(C)CC2)c1O | 1.34
O=S(=O)(/N=C/c1c(O)ccc2ccccc12)c1cccs1 | -0.0155
CC1(C)CC(=O)C2=C(C1)N(c1cccc(O)c1)C1=C(C2)C(=O)CC(C)(C)C1 | -0.0368
CCc1cc2c(=O)c(-c3cscn3)coc2c(CN(C)C)c1O | 0.347
CCCCOC(=O)Nc1nnc(COc2ccccc2)s1 | -1.18
Cc1ccc(C)c(NC(=S)NC(NC(=O)N(C)C)C(Cl)(Cl)Cl)c1 (configuration not stated) | 0.0577
C(=N\c1nccs1)/c1c[nH]c2ccccc12 | 0.925
COC(=O)C1=C(N)OC2=C(C(=O)CC(C)(C)C2)C1c1ccoc1 (configuration not stated) | 0.00408
Cc1ccc(NC(=S)NC(NC(=O)c2ccco2)C(Cl)(Cl)Cl)cc1 (configuration not stated) | -0.852
COc1ccc(-n2c(C)c(C(C)=O)c3cc(O)ccc32)cc1 | -0.128
CCN1CCCC1CNC(=O)Cn1cnc2ccc(S(=O)(=O)N3CCC(C)CC3)cc2c1=O (configuration not stated) | 0.0616
NC(=O)c1ccc(NC(=O)c2ccc(CN3CCOCC3)cc2)cc1 | 1.54
c1csc(Cc2nc3ccccc3[nH]2)c1 | -0.0343
Cn1c(=O)c(NCCc2ccccc2)c2c3c(cccc31)C(=O)c1ccccc1-2 | -10.5*
COc1cccc(N2CC(C(=O)Nc3c(C)cccc3C)CC2=O)c1 (configuration not stated) | 0.386
CCCCOC(=O)Nc1cc(C(=O)OC)ccc1C(=O)OC | -2
Cc1ccc(-c2nnn(CC(=O)N3CCN(c4nc5ccccc5s4)CC3)n2)cc1 | 0.571
N#C/C=C1\Sc2ccccc2C(=O)N1CC(=O)N1CCN(S(=O)(=O)c2ccccc2)CC1 | 1.69
c1ccc(-c2ccccc2-n2cnnn2)cc1 | -0.24
COc1ccc(CN(C)CCc2ccccn2)cc1OC | 0.924
COC(=O)c1ccc(C23CC4(C2)[C@H](CN(C)[C@@H]4c2ccccc2)C3c2ccc(Cl)nc2)cc1 (some centres not stated) | -0.144
CC(C)Nc1nc(NC(C)(C)C)nc(Oc2ccc(=O)n(-c3ccccc3)n2)n1 | -1.06
CC(C)(C)c1ccc2c(c1)N(CC(=O)O)C(=O)CO2 | 0.861
CN1CC(c2ccccc2Cl)C2(COc3ccccc3C2=O)C12C(=O)Nc1ccccc12 (configuration not stated) | -3.57
O=C(NCc1ccc(OC(F)(F)F)cc1)C1CC(c2ccccc2[N+](=O)[O-])=NO1 (configuration not stated) | -1.87
COc1ccc(C(=O)Nc2nc3ccccc3[nH]2)cc1S(=O)(=O)N1CCCC1 | 0.706
CCCCC(c1nnnn1Cc1ccco1)N1CCN(c2nc3ccccc3s2)CC1 (configuration not stated) | -4.28
CN1C(=O)N(S(=O)(=O)c2ccc(F)c(F)c2F)C(=O)C1(C)C | -0.824
CCC(Sc1nc(N)c(NC(=O)c2ccc(OC)c(OC)c2)c(=O)[nH]1)C(=O)OC (configuration not stated) | -0.125
O=C(Nc1ccc(Cl)cc1)N1CCN(c2ccccc2)CC1 | -2.4
CSc1nsc(SCCN2C(=O)c3ccccc3C2=O)n1 | -1.07
Nc1nonc1/C(=N/O)N1CCN(CCO)CC1 | -0.656
O=C(OCc1ccccc1)Oc1cncc(C(=O)O)c1 | 0.486
COc1cc(C2N(c3ccccc3)CCN2c2ccccc2)cc(OC)c1OC | -3.44
CCn1cc(CNC(=O)CCSc2nc(-c3ccco3)cc(C(F)(F)F)n2)cn1 | 0.395
Cc1ccc(S(=O)(=O)/N=C2/NC(=O)/C(=C/c3cccnc3)S2)cc1 | -3.25
CC(=O)N/C(=C/c1ccc2c(c1)OCO2)C(=O)NCCCO | -0.113
COc1ccc(NC(=O)[C@@H]2CC=C[C@@H]3CCN(Cc4ccc(Cl)c(Cl)c4)C(=O)[C@@H]32)cc1 | -1.86
CCc1nc(N)c(C#N)c(-c2cccnc2)c1C | -0.459
CCC1Oc2ccc(C)cc2N(CC(=O)N2CCN(c3ccc(F)cc3)CC2)C1=O (configuration not stated) | -4.46
CCOc1ncnc2c1oc1nc(CC(C)C)c3c(c12)CC(C)(C)OC3 | 0.142
O=C(NCc1ccccn1)c1c(Cl)cccc1Cl | 0.0481
Cc1onc(-c2ccccc2)c1C(=O)NCc1ccc2c(c1)OCO2 | -1.11
O=S(=O)(c1cc(Cl)ccc1Cl)N1CC2CCCN2c2ccc(C(F)(F)F)cc21 (configuration not stated) | -1.59
COC(=O)C1C2C=CC3(CN(Cc4ccco4)C(=O)C13)O2 (configuration not stated) | 0.0968
COc1ccc(/C=C/C(=O)NCc2cn(C)nc2C)cc1COc1ccc(Cl)cc1Br | -0.247
CCN(Cc1ccccc1)C(=O)c1cc2c(=O)oc3ccc(C)cc3c2s1 | -0.544
CC(=O)Nc1ccc(S(=O)(=O)N2CCN(c3cc(C)nc4ccccc34)CC2)cc1 | -0.0908
CCC(=O)Nc1ccc(NC(=O)c2cccc(OC)c2)nc1 | 0.566
Cc1ccc(NC(=O)CCC(=O)c2cccs2)cc1 | 0.583
COc1cc(-c2nc(Cc3c(F)cccc3Cl)no2)cc(OC)c1OC | -0.0288
O=C(NCC1CCCCC1)C1CCCN(C(=O)NC2CCCCC2)C1 (configuration not stated) | 0.772

Part of the list above in another layout:
structure: CC(=O)Nc1ccc(S(=O)(=O)N2CCN(c3cc(C)nc4ccccc34)CC2)cc1
- Cav32 inh = -0.0908
structure: CCC(=O)Nc1ccc(NC(=O)c2cccc(OC)c2)nc1
- Cav32 inh = 0.566
structure: Cc1ccc(NC(=O)CCC(=O)c2cccs2)cc1
- Cav32 inh = 0.583
structure: COc1cc(-c2nc(Cc3c(F)cccc3Cl)no2)cc(OC)c1OC
- Cav32 inh = -0.0288

Additional entries follow:
SMILES | Cav32 inh
Cc1ccc(Cn2c(C3CCCN3c3nc(-c4cc(Cl)c(N)c(Cl)c4)cs3)nc3cc(Cl)c(Cl)cc32)cc1 (configuration not stated) | 0.946
CCOC(=O)c1cc(NC(=O)N2CCCCC2)c(C)nc1C | 0.00187
Cc1cccc(S(=O)(=O)Nc2cccc(-c3cn4ccsc4n3)c2)c1 | -1.2
CCOC(=O)C(CCc1nnc(N)s1)C(=O)OCC | -0.109
CC/C(=N\NC(=O)CNC(=O)/C=C/c1ccco1)c1ccccc1 | -2.05
O=c1cc(-c2ccc(O)cc2)oc2ccccc12 | -0.388
CC(=O)N1CCc2cc(Br)cc(S(=O)(=O)N3CCN(C(=O)c4ccco4)CC3)c21 | 0.177
Cc1nnc(SCc2nc3ccccc3[nH]2)s1 | -0.146
C=C(C)Cn1c(N2CCN(CC)CC2)nc2c1c(=O)[nH]c(=O)n2C | 0.604
CCCC(=O)Nc1ccc(NC(=O)c2cccs2)cn1 | 0.0911
COc1ccc(-c2cc3ccccc3n2CC(O)Cn2nc(C)cc2C)cc1 (configuration not stated) | -6.43*
N#CCC(=O)Nc1ncn(Cc2ccccc2Cl)n1 | -1.65
CCN1CCN(Cc2ccccc2NC(=O)Nc2ccc(C)cc2)CC1 | 0.279
Cc1cc(N(C)C)c(C#N)c(N2CCOCC2)n1 | -0.0625
COc1ccc(N(CC(=O)Nc2ccccc2C(=O)NCc2ccco2)S(C)(=O)=O)cc1 | 0.79
CCS(=O)(=O)N1CCC(C(=O)NCC2CCCO2)CC1 (configuration not stated) | 0.0684
COc1cccc(NC(=O)c2ccccc2SC)c1 | 0.424
OC(COCc1ccccc1)CN1CCN(c2ccccc2F)CC1 (configuration not stated) | 1.16
COc1ccc(CCNS(=O)(=O)c2ccc3c(c2)CCN3C(=O)CCC(=O)O)cc1OC | 0.407
Nc1c(-c2ccccc2)n[nH]c1-c1ccccc1 | 0.314
O=C(N/N=C/c1cccc(Oc2ccccc2)c1)c1ccccc1Br | -2.78
COc1ccc(/C=C2\SC(=O)N(CCNC(=O)C3CC(=O)N(c4ccccc4)C3)C2=O)cc1 (configuration not stated) | 0.76
O=C1c2ccccc2S(=O)(=O)N1CC(O)COc1ccc(Br)cc1 (configuration not stated) | -0.172
CC(=O)c1c(C(C)=O)c(C)n(C2CCCCC2)c1C | -0.175
C=CCNc1nc(C)nc(OC)n1 | 1.4
Cc1nc(SCn2nnc3ccccc3c2=O)nc(C)c1C | 0.204
COc1ccccc1NC(=O)Cn1c(=O)n2nc(C)nc2c2ccccc21 | 0.675
Cc1cc(NC(=O)CSc2ccc3nnc(-c4ccccn4)n3n2)no1 | 0.0492
COc1ccc(OC)c(NC(=O)CSc2ncnc3c2cnn3-c2ccccc2Cl)c1 | -1.93
O=C(c1ccc2c(c1)OCCO2)C1CCN(S(=O)(=O)c2cccc(F)c2)CC1 | -0.0438
Cc1c(C)[n+](=O)c(-c2ccco2)c(C)n1[O-] | -0.197
O=S(=O)(c1cccc2c(S(=O)(=O)N3CCCC3)cccc12)N1CCCC1 | -0.0387
CC(=O)C(=Nc1ccc(Cl)cc1Cl)NNc1cccc(Cl)c1 | -1.02
C=CCOC(=O)C1=C(C)Nc2nnnn2C1c1cccc(OC)c1OC (configuration not stated) | 1.08
COc1c(C)cc(Br)cc1C(=O)Nc1cccc(NC(=O)c2ccco2)c1 | -2.53
Cc1ccc(C(=O)N/N=C\c2cccn2C)cn1 | 1.62

Among those listed so far, these contain a tert-butyl group:
SMILES | Cav32 inh
CC(C)Nc1nc(NC(C)(C)C)nc(Oc2ccc(=O)n(-c3ccccc3)n2)n1 | -1.06
CC(C)(C)c1ccc2c(c1)N(CC(=O)O)C(=O)CO2 | 0.861
